# KDM4E inh: blocks human JMJD2E demethylase activity. B2RXH2. JMJD2E catalytic domain, FDH-coupled NADH fluorescence (FDH is formaldehyde dehydrogenase). Potency, µM (highest dose often 57.1 µM), inactives show at the top dose activity change, negative = inhibition, most hits filed as inhibitors. 230,000 compounds, 1.6% hits; active = well fitted inhibition curve with a large enough effect, not every such curve was filed as active; inconclusive = small, poorly fitted or top-dose-only effect, or another doubt; inactive = no such curve, though single readings can be large or run the other way;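 also: 0% = wells with enzyme and -100% = buffer wells without enzyme; nearly all actives have a fitted effect of over 50% in size; many of its hits are not listed in these tables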
# Target sequence (B2RXH2 1-337 limits assumed): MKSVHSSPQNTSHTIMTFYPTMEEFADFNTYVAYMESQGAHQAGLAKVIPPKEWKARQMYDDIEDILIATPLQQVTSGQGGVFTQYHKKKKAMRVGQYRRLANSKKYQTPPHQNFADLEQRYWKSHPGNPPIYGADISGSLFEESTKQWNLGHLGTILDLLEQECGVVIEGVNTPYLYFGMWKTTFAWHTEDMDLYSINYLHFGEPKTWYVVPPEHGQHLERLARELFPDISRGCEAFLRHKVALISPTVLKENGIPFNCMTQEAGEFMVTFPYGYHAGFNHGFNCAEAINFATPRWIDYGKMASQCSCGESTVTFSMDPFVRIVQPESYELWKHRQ
# GAA glycogen: alters human alpha-glucosidase cleavage of glycogen; Potency, µM (doses to about 76.4 µM), for the others: at the highest dose activity change, negative = inhibition, most hits filed as inhibitors; recombinant GAA, glycogen substrate, Amplex Red glucose oxidase fluorescence; P10253; AID 2100; 300,000 compounds, 0.38% hits;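 also: 0% = full enzyme reaction and -100% = no-enzyme basal signal; the screen sought inhibitors and activators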
#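 qHTS, 1536-well; enzyme 4 nM final; cpd up to 77 uM; substrate bovine liver glycogen 30 ug; 50 mM citrate/phosphate pH 5.0, 0.01% Tween-20; 37 C, 40 min; Amplex Red detection 45 min RT; Hill fit → AC50.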
# GAA inh: alpha-glucosidase (human) inhibition | purified human GAA, 4-MU-alpha-glucoside fluorescence | Potency, µM (doses to about 76.9 µM), for the others: at the highest dose activity change, negative = inhibition, most hits filed as inhibitors | 200,000 compounds, 0.005% hits;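 also: plate controls were uninhibited enzyme wells for no effect and no-enzyme background for full effect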
#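 Compounds are titrated up to 77 uM against 4 nM human enzyme. Substrate 4-methylumbelliferyl-alpha-D-pyranoside (400 uM) reacts 20 min at room temperature in pH 5.0 buffer; liberated 4-methylumbelliferone is read at 440 nm.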
# aGlu spleen mod: inhibits or activates alpha-glucosidase in human spleen homogenate; P10253; human spleen homogenate, 4-MU-alpha-glucoside fluorescence; Potency, µM (highest dose often 79.9 µM), for the others: top-dose activity change, negative = inhibition, hits mostly inhibitors; 240,000 compounds, 0.006% hits; AID 2112;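 also: 0% = enzyme with vehicle and -100% = no enzyme basal signal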
#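 Human spleen homogenate (1 ug) with 4-methylumbelliferyl-alpha-D-glucopyranoside (1 mM final) in 50 mM citrate/phosphate pH 5.0, 0.01% Tween-20; 40 min at 37 C. Stopped at pH 10; 4-MU fluorescence Ex 365/Em 440 nm; AC50 by Hill fit.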
# ALDH1A1 inh: ALDH1A1 (human) enzyme inhibition; P00352; Purified ALDH1A1, NADH fluorescence, propionaldehyde substrate; Potency, µM (series often up to 75.3 µM), for inactives: at the top dose activity, negative = inhibition, hits mostly inhibitors; 220,000 compounds, 7.3% hits; active = well fitted inhibition curve with a large enough effect, not every such curve was filed as active; inconclusive = small, poorly fitted or top-dose-only effect, or another doubt; inactive = no such curve, though single readings can be large or run the other way;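 also: plate controls were no enzyme wells and a reference inhibitor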
# SMN2 splice up: increases expression of the SMN2 splice variant; 210,000 compounds, 2.8% hits; Potency, µM (highest dose often 46.1 µM), for inactives: top-dose activity change, positive = activation, usual class: activators; HEK293 SMN2-luciferase splicing reporter, luminescence, 30-36 h; AID 1458; also: % of control where 0% means no effect; nearly all actives have a fitted effect of over 55% in size
#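 qHTS luciferase splicing reporter: luminescence rises when SMN2 exon 7 is included in transfected HEK293 cells. Compound exposure lasted 30-36 h at 37C, with 4.5 mM final sodium butyrate as control, followed by a ONE-Glo read.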
# GLA spleen mod: inhibitors or activators of human alpha-galactosidase in spleen homogenate; human spleen homogenate, 4MU-alpha-Gal fluorescence, 40 min; AID 2107; Potency, µM (highest dose often 80 µM), without a hit: at the highest dose activity change, negative = inhibition, most hits filed as inhibitors; P06280; 240,000 compounds, 0.008% hits;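 also: 0% = enzyme with vehicle and -100% = no enzyme basal signal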
# Target sequence (P06280 32-429 limits assumed): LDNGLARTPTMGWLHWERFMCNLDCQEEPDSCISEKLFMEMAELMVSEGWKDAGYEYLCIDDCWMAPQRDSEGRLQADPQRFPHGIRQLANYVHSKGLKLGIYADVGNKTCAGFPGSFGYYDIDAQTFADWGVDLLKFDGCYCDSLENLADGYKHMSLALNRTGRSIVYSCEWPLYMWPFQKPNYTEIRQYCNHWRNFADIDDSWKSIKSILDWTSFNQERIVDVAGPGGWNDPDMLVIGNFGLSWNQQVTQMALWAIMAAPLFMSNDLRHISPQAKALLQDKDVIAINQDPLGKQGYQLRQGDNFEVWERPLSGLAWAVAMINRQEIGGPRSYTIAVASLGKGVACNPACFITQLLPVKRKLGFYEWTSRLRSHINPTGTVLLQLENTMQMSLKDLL
#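 Inhibition or activation of alpha-galactosidase in human spleen homogenate is scored by 4-MU fluorescence after 40 min at 37C, pH 5.0, with 1 mM substrate. AC50s come from concentration-response fitted to the Hill equation.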
# RGS12 GoLoco inh: RGS12 GoLoco-Gai1 interaction inhibition; P63096; 230,000 compounds, 0.44% hits; Potency, µM (series often up to 61.6 µM), without a hit: top-dose activity, negative = inhibition, usual class: inhibitors; AID 880; Gai1:RGS12 GoLoco peptide FP, rhodamine, 10 min; active = well fitted inhibition curve with a large enough effect, not every such curve was filed as active; inactive = no such curve, though single readings can be large or run the other way; also: % is scaled to controls: 0 for no effect and ±100 for the full control effect; nearly all actives have a fitted effect of over 30% in size; many of its hits are not listed in these tables
# Target sequence (P63096 whole entry, looked up): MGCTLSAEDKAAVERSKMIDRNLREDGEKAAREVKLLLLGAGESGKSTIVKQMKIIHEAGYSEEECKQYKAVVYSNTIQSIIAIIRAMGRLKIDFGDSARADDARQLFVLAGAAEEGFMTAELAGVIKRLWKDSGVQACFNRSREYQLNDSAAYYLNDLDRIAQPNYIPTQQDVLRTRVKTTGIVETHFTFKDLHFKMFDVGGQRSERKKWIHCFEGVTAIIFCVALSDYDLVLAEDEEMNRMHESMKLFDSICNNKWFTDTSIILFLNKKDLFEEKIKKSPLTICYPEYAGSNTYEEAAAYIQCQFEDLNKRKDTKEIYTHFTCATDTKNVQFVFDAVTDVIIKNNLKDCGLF
# Numbers without * were called inactive; ? = inconclusive; · = no result given; [ ] = another dose, or the depositor's remark. Unless noted, calls follow the shape of the dose curve; as a rule, active = well fitted curve in the direction sought with a large enough effect; inconclusive = small, poorly fitted or top-dose-only effect, or another doubt; inactive = no such curve, though single readings can be large; an effect the other way counts as inactive or inconclusive. Potency is read from the fitted curve at half-maximal effect.
SMILES,KDM4E inh,GAA glycogen,GAA inh,aGlu spleen mod,ALDH1A1 inh,SMN2 splice up,GLA spleen mod,RGS12 GoLoco inh
Cc1ccc(C(c2nnnn2CS(=O)(=O)c2ccc(C)cc2)N2CCC(C)CC2)cc1 (stereo unspecified),3%,3%,-10%,2%,1%,3%,4%,6%
CC(=O)Nc1ccc(NC(=O)C(OC(=O)c2ccccc2)C(OC(=O)c2ccccc2)C(=O)O)cc1 (stereo unspecified),5%,-13%,-19%,-2%,-3%,·,3%,6%
C=CCOc1ccc(/C=N/NC(=O)C(C)Sc2ccccn2)cc1OC (stereo unspecified),2%,10%,-2%,-8%,2%,-6%[1.84 µM],4%,14%
CCCn1c(O)c(N=Nc2ccc3ccccc3n2)c2ccccc21,15%,-6%,-4%,-9%,-13%,?,-17%,24%
CCN1C(=O)CC(NNC(=O)c2ccc(Cl)cc2)C1=O (stereo unspecified),3%,-21%,1%,-3%,4%,-16%,2%,8%
CCSc1nnc(NC(=O)[C@H](C)N2C(=O)C3CC=CCC3C2=O)s1 (stereo partly specified),2%,-2%,-8%,0%,-2%,10%,-1%,2%
O=C(CSc1nc2ncc(Cl)cc2[nH]1)NCCc1ccc(F)cc1,?,-1%,4%,2%,-8%,-24%,6%,15%
Cn1cccc1/C=N/NC(=O)c1ccn[nH]1,-12%,8%,3%,-5%,3%,26%,-2%,14%
Cc1ccccc1CC1(CO)CCCN(C(=O)CCC(=O)c2ccccc2)C1 (stereo unspecified),-3%,6%,·,-6%,?,·,-5%,7%
O=Cc1cn(CC(=O)NCC2CCCO2)c2ccccc12 (stereo unspecified),6%,-3%,1%,-5%,-11%,-29%,2%,7%
Cc1cccc(NC(=O)c2cc(=O)c3ccccc3o2)n1,3%,4%,-3%,-5%,-2%,-6%,-8%,-1%
CC1=NOC2(C1)/C(=N/O)CCC/C2=N\O (stereo unspecified),-8%,1%,4%,0%,10%,0%,11%,8%
Cc1ccc(-n2nnc(-c3cc4ccccc4n3C)n2)cc1,?,-6%,·,1%,-5%,·,-6%,12%
O=C(/C=C/c1cccs1)NC1CCS(=O)(=O)C1 (stereo unspecified),6%,-6%,-5%,4%,10%,·,5%,9%
CCN1CCCC1CNC(=O)c1cc2c(C)nc3ccccc3c2o1 (stereo unspecified),?,9%,?,-5%,?,-10%,-5%,-35%
COC(=O)c1cc(C(=O)c2ccc(C(C)(C)C)cc2)c[nH]1,1%,19%,?,-1%,?,15%,-6%,-1%
O=C(/C=C/c1ccc(Cl)cc1Cl)NC(=S)Nc1ccc(CN2CCOCC2)cc1,9%,-1%,-2%,0%,1%,-23%,-6%,6%
C1CCCC(NC2=NCCO2)CCC1,17%,5%,·,6%,·,·,15%,1%
O=C(COc1cccnc1[N+](=O)[O-])N1CCN(S(=O)(=O)c2ccccc2)CC1,?,-19%,-5%,0%,?,-3%,-9%,-26%
O=C1CSC(c2ccccc2[N+](=O)[O-])N1c1ccc(O)cc1 (stereo unspecified),?,3%,-2%,-13%,?,-45%[inhibitor],-10%,4%
Cc1cc(N/N=C/c2ccccc2)nc(N2CCOCC2)n1,?,3%,·,5%,·,·,-6%,2%
CCC(=O)N/N=C(\C)CC(=O)Nc1ccc(Cl)cc1,-6%,-17%,2%,-2%,-2%,-10%,-3%,0%
COc1cc(/C=C\C(=O)OCn2nnc3ccccc3c2=O)cc(OC)c1OC,?,-10%,-11%,-2%,-7%,-32%[inhibitor],0%,-3%
Cn1nnnc1SCc1csc(C2C(C#N)=C(N)OC3=C2C(=O)CCC3)c1 (stereo unspecified),4%,-3%,0%,0%,?,-2%,1%,5%

# Arranged by the number under SMN2 splice up (rising): 4 of the compounds above
SMILES,KDM4E inh,GAA glycogen,GAA inh,aGlu spleen mod,ALDH1A1 inh,SMN2 splice up,GLA spleen mod,RGS12 GoLoco inh
O=C(/C=C/c1ccc(Cl)cc1Cl)NC(=S)Nc1ccc(CN2CCOCC2)cc1,9%,-1%,-2%,0%,1%,-23%,-6%,6%
CCC(=O)N/N=C(\C)CC(=O)Nc1ccc(Cl)cc1,-6%,-17%,2%,-2%,-2%,-10%,-3%,0%
Cn1nnnc1SCc1csc(C2C(C#N)=C(N)OC3=C2C(=O)CCC3)c1 (stereo unspecified),4%,-3%,0%,0%,?,-2%,1%,5%
COC(=O)c1cc(C(=O)c2ccc(C(C)(C)C)cc2)c[nH]1,1%,19%,?,-1%,?,15%,-6%,-1%

# New compounds follow
SMILES,KDM4E inh,GAA glycogen,GAA inh,aGlu spleen mod,ALDH1A1 inh,SMN2 splice up,GLA spleen mod,RGS12 GoLoco inh
COc1ccc(CCNC(=O)C(=O)NCc2ccccc2C)cc1OC,9%,11%,5%,8%,9%,-6%,7%,-4%
CC(=O)NC(C)c1nc2ccccc2n1Cc1ccccc1F (stereo unspecified),7%,-21%,-2%,-4%,?,-9%,-2%,0%
O=c1c2c3c(sc2ncn1/N=C/c1ccncc1)CCCC3,-9%,2%,4%,-1%,?,4%,-5%,13%
COc1ccc([N+](=O)[O-])cc1N,·,·,·,-8%,-6%,-2%,10%,9%
CC(C)N(Cc1ccccc1)C(=S)NC1CCCCC1,5%,2%,-2%,-5%,6%,-12%,2%,8%
Cc1ccc(/C=N\Nc2nc3ccc(Cl)cc3[nH]2)o1,-19%,6.3µM*,9%,3%,-1%,?,1%,6%
CN(C)c1ccc(NC(=S)NC(=O)/C=C/c2ccco2)cc1,-3%,8%,3%,0%,5%,-2%,-1%,-5%
CC(C)NC(=O)c1ccc2c(c1)N(CC(=O)N1CCOCC1)C(=O)C(C)(C)O2,-1%,9%,-4%,1%,7%,6%,5%,-6%
COC(=O)c1cccc(NC(=O)CSc2nnc(COc3ccccc3)n2C)c1,-5%,7%,-6%,-2%,-4%,-9%,-4%,2%
O=C(CCCC(=O)N(CC(=O)NC1CCCCC1)CC1CCCO1)Nc1ccccn1 (stereo unspecified),-6%,2%,?,-3%,13%,28%,3%,4%
Cc1nc(NC(=O)c2ccccc2)sc1-c1csc(Nc2ccc(Cl)cc2)n1,-9%,-23%,4%,0%,?,-29%,1%,17%
O=C(N1CCN(c2ccccn2)CC1)N1c2ccccc2Sc2ccccc21,-12%,-3%,-13%,-5%,1%,?,-4%,-4%
O=C1c2ccccc2C(O)(c2ccccc2)N1C1CC1 (stereo unspecified),?,9%,·,-1%,·,·,-2%,1%
Cc1cccc(C)c1NC(=S)N1CCC(c2ccccc2)C1 (stereo unspecified),1%,4%,-7%,2%,-3%,-3%,11%,-7%
CC(=O)c1cccc(NC(=S)NC(=O)c2ccccc2Cl)c1,2%,1%,6%,11%,?,17%,5%,10%
COc1cccc(CNC(=O)c2nnn(CC(=O)Nc3ccc4c(c3)OCO4)c2N)c1,0%,4%,-8%,1%,3%,7%,-3%,4%
Cc1nn(Cc2ccc(Cl)cc2Cl)c(C)c1NC(=O)c1nc2n(n1)C(C(F)F)CC(C)N2 (stereo unspecified),6%,5%,2%,-5%,10%,-21%,0%,-2%
CC(=O)c1ccc(N2CCN(C(=O)CCS(=O)(=O)c3ccc(C)cc3)CC2)cc1,-7%,4%,-33%,-6%,?,-5%,10%,10%
COCCSc1ccccc1C(=O)Nc1ccc2c(c1)OCO2,5%,-1%,2%,-2%,-9%,3%,-3%,1%
COc1ccc(/C=N/NC(=O)C2c3ccccc3Oc3ccccc32)c(OC)c1,-5%,3%,9%,4%,-7%,-8%,1%,-6%
COc1ccc(N2C(=O)C3CCCN3C2c2ccc(C)cc2)cc1Cl (stereo unspecified),-3%,3%,-3%,0%,-15%,-4%,1%,7%
O=C(N1CCOCC1)N1CCN(c2nc(-c3ccccc3)cs2)CC1,-1%,-3%,3%,-3%,?,0%,-13%,11%
CC(C)c1cc(C(=O)Nc2ccc3c(c2)OCO3)no1,4%,-3%,-10%,-13%,-3%,7.1µM*,-6%,-2%
COc1ccc(CC(=O)Nc2oc(-c3ccccc3)c(-c3ccccc3)c2C#N)cc1OC,?,0%,-6%,-17%,1%,-28%,-5%,-8%
O=C(CN1C(=O)c2ccccc2C1=O)OCC(=O)N1CCc2ccccc2C1,2%,11%,0%,1%,?,-10%,8%,-4%
Fc1ccc(/C=C/c2nnc(-c3cccs3)o2)cc1,?,-17%,-1%,-15%,?,13µM*,3%,-1%
Cc1cc(C)n2nc(SCC(=O)N/N=C/c3cccc(Br)c3)nc2n1,4%,-12%,10%,8%,-2%,-7%,7%,-65%
Cc1ccc(S(=O)(=O)Cc2sc3ccccc3[n+]2C)cc1,?,-6%,-13%,-5%,?,-24%,-3%,24%
O=c1[nH]c2cc3c(cc2cc1CN(Cc1ccc2c(c1)OCO2)Cc1nnnn1CC1CCCO1)OCO3 (stereo unspecified),?,-11%,?,8%,?,-18%,10%,16%
Cc1cccc(N2CCN(S(=O)(=O)c3ccc(S(=O)(=O)N4CCCC4)cc3)CC2)c1C,5%,5%,-9%,1%,-4%,-15%,6%,2%
COc1cccc(CNC(=O)c2c[nH]n3c(=O)c(Cl)c(C)nc23)c1,?,1%,-6%,-6%,?,-1%,-3%,5%
Cc1ccc(-n2c(O)c(/C=N/c3ncn[nH]3)c3ccccc3c2=O)cc1,?,4%,?,·,?,-7%,8%,15%
COc1c(/C=N/NC(=O)c2ccncc2)c(CCN(C)C(C)=O)cc2c1OCO2,11%,-1%,·,-1%,·,·,-9%,4%
O=C(C[n+]1ccc2c(c1)nnn2-c1ccccc1)c1ccc(Cl)cc1,9%,9%,·,0%,·,·,-14%,3%
Nc1ccccc1N1CCOCC1,-7%,-25%,0%,-3%,12%,-14%,-1%,-3%
COc1cc(NC(=O)N2CCNC2=O)cc(C(=O)Nc2cccc(C(F)(F)F)c2)c1,1%,-13%,·,-7%,·,·,10%,-6%
CCOC(=O)CSc1nnc(-c2ccc(S(=O)(=O)N3CCC(C)CC3)cc2)o1,-6%,9%,13%,-3%,-1%,1%,-2%,4%
CC1(C)C2CCC13CS(=O)(=O)NC3C2 (stereo unspecified),6%,3%,-3%,-2%,20%,-8%,-4%,-6%
CCOC(=O)Cc1csc(NC(=O)c2cc3c(s2)CCCC3)n1,0%,-2%,-10%,-3%,?,-2%,-1%,5%
COc1ccc2oc(=O)c(C(=O)Oc3ccc(NC(C)=O)cc3)cc2c1,?,0%,15%,0%,?,-24%,7%,11%

# A portion of the library; count on the stated rates, not on these rows.
